Screening data as filed in PubChem.
Rab9 prom act: activators of Rab9 promoter. Huh7 Rab9 promoter-luciferase reporter, luminescence, 24 h. actives 2.8% (n = 320,000). Potency, µM (series often up to 9.22 µM), for inactives: at the highest dose activation, negative = inhibition, hits mostly activators. AID 485297; also: % of control where 0% means no effect; nearly all actives have a fitted effect of over 60% in size
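Huh7 cells stably carrying Rab9 promoter–luciferase reporter, plated 1500 cells/well, compound added after 2 h and incubated 24 h at 37 °C; luciferase luminescence then read after 10 min with detection reagent.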
CXXC DNA block: blocks binding of human MLL CXXC domain to DNA; MLL-CXXC / FITC-HOXA9 DNA fluorescence polarization; Potency, µM (top dose mostly 115 µM), for inactives: at the top dose activity change, negative = inhibition, usual class: inhibitors; actives 0.037% (n = 290,000); AID 2662; active = well fitted inhibition curve with a large enough effect in the polarisation, with a control signal flat, not every such curve was filed as active; inconclusive = small, poorly fitted or top-dose-only effect, or effect the other way, or a change in a side signal; inactive = no such curve, though single readings can be large or run the other way; the % refers to the polarisation
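Fluorescence polarization: 7 uM MLL-CXXC (stock) preincubated 5 min with compounds, then 50 nM fluorescein-HOX-A9 DNA (stock) added; 30 min ambient. Buffer 50 mM Tris-HCl pH 7.5, 50 mM NaCl, 1 mM DTT, 0.05% BSA.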
RORg inh: blocks mouse ROR gamma transcriptional activity; actives 5.4% (n = 310,000); P51450; Drosophila S2 Gal4-RORgamma UAS-luciferase reporter, 20 h; AID 2551; Potency, µM (doses to about 53.6 µM), without a hit: at the top dose activity change, negative = inhibition, hits mostly inhibitors; also: % is scaled to controls: 0 for no effect and ±100 for the full control effect; nearly all actives have a fitted effect of over 60% in size
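Drosophila S2 cells stably expressing Gal4-DBD/mouse RORγ fusion under metallothionein promoter plus UAS-luciferase; compound 1 h, then 700 uM CuSO4 induction for 20 h at ambient temperature; inhibition read as reduced luminescence.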
p53 reactivation: restores transcriptional activity of mutant p53 | H1299 p53-A138V BP100-luciferase reporter, luminescence, 24 h | Potency, µM (top dose mostly 92.2 µM), without a hit: top-dose activity change, positive = activation, actives largely listed as activators | actives 0.063% (n = 320,000) | AID 504706; also: % of control where 0% means no effect; nearly all actives have a fitted effect of over 45% in size
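p53-null H1299 cells stably carrying temperature-sensitive p53-A138V and a BP100-luciferase reporter were pinned with compounds (4-point, 1:5 series) and held 24 hrs at 37 deg C. Luminescence was read 10 min after detection reagent.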
Gal4-VP16 FLuc: counter-screen for ROR gamma inhibitors: Gal4-VP16 reporter; Drosophila S2 Gal4-VP16 UAS-luciferase, luminescence, 20 h; Potency, µM (top dose mostly 53.6 µM), for the others: at the highest dose activity, negative = inhibition, actives largely listed as inhibitors; actives 3.5% (n = 310,000); AID 2546;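 also: Gal4-VP16 expression switched on by copper sulfate through the metallothionein promoter; % is scaled to controls: 0 for no effect and ±100 for the full control effect; nearly all actives have a fitted effect of over 50% in size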
BRCA1 expr act: activators of BRCA1 expression | MCF7-BRCA1-FFLuc reporter, luminescence, 48 h; response scale: scaled: vehicle 0%, 10 µM genistein 100% | Potency, µM (highest dose often 46.1 µM), for the others: at the top dose activation, actives largely listed as activators | actives 1.1% (n = 380,000) | AID 624202; also: nearly all actives have a fitted effect of over 80% in size; some results filed as inactive show a strong effect at the top dose
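MCF7-BRCA1-FFLuc, 2000 cells/well; 2 h attach, 37 °C/5% CO2; compound 48 h; luciferase substrate 15 min; luminescence end-point. Norm. to genistein 10 microM max activation and DMSO; concentration-response curves fitted.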
uPA generation: inhibitors of cell surface uPA generation | AID 540303 | cell surface uPA generation assay, qHTS | Potency, µM (highest dose often 38.3 µM), inactives show at the highest dose activity change, negative = inhibition, actives largely listed as inhibitors | actives 0.31% (n = 330,000); active = well fitted inhibition curve with a large enough effect; inconclusive = small, poorly fitted or top-dose-only effect; inactive = no such curve, though single readings can be large or run the other way; tested in mouse RAW 264.7 cells; also: % is scaled to controls: 0 for no effect and ±100 for the full control effect; nearly all actives have a fitted effect of over 55% in size
FLuc modulator: inhibits or activates purified firefly luciferase, miR-21 counter-screen. Potency, µM (titrated, usually from 57.5 µM), for the others: at the highest dose activity change, negative = inhibition, hits mostly inhibitors. P08659. actives 6.9% (n = 360,000). purified FLuc, Km substrates, luminescence inhibition;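 also: plate controls were vehicle for no effect and reference inhibitor for full effect; nearly all actives have a fitted effect of over 55% in size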
Target sequence (P08659 whole entry, looked up): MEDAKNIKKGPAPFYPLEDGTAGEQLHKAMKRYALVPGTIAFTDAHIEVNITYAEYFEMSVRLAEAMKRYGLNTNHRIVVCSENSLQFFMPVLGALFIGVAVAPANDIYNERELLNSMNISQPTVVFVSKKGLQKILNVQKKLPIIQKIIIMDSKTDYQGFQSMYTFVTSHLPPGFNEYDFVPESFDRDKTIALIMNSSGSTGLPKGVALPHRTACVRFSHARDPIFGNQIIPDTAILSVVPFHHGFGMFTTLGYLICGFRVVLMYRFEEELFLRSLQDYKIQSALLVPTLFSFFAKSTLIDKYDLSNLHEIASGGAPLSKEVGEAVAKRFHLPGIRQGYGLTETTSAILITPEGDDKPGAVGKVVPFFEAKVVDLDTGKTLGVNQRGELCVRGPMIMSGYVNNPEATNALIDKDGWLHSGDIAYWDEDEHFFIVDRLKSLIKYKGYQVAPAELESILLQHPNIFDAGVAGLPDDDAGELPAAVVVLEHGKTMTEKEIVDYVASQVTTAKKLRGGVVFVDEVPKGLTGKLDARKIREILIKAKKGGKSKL
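Biochemical qHTS of compounds, final roughly 60 µM downward over six points, against 10 nM purified firefly luciferase using Km concentrations of substrates (10 uM D-luciferin, 10 uM ATP) in Tris acetate pH 7.5 buffer; luminescence output.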
NPC1 prom act: activates the NPC1 promoter; Huh7 NPC1 promoter luciferase reporter, 24 h; Potency, µM (top dose mostly 9.22 µM), inactives show at the top dose activation, actives largely listed as activators; actives 2.4% (n = 320,000);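 also: % of control where 0% means no effect; nearly all actives have a fitted effect of over 60% in size; reporter is driven by a mutant NPC1 promoter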
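Huh7 cells stably carrying NPC1 promoter–luciferase, plated in Opti-MEM with 10% FBS for 2 h, were exposed to compound in DMSO for 24 h at 37 °C; luciferase reagent was added for 10 min and luminescence read.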
MBNL1-CUG inh: blocks human MBNL1 binding to CUG repeat RNA | Q9NR56 | TR-FRET MBNL1-His/biotin-(CUG)12 binding, 665/545 ratio | Potency, µM (top dose mostly 57.5 µM), inactives show at the highest dose activity change, negative = inhibition, usual class: inhibitors | actives 0.036% (n = 280,000); active = well fitted inhibition curve with a large enough effect in the signal ratio, with a control signal flat, not every such curve was filed as active; inconclusive = small, poorly fitted or top-dose-only effect, or effect the other way, or a change in a side signal; inactive = no such curve, though single readings can be large or run the other way; the % refers to the signal ratio; also: % is scaled to controls: 0 for no effect and ±100 for the full control effect
Target sequence (Q9NR56 whole entry, looked up): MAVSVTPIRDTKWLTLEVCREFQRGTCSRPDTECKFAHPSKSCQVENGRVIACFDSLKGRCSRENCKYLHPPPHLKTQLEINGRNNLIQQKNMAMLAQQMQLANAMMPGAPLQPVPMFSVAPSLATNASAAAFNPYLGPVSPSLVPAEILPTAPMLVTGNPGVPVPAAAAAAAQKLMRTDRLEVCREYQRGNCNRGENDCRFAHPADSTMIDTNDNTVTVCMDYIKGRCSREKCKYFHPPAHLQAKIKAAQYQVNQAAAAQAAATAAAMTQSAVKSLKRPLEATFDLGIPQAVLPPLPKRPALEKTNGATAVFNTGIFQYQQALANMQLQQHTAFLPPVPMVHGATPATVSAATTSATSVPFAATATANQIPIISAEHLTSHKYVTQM
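TR-FRET between His-tagged MBNL1 and biotin-(CUG)12 RNA, detected with Tb anti-His antibody (0.055 ng/ul) and streptavidin-XL665 (5 nM), 60 min at room temperature. Compounds titrated 92 nM to 58 uM; 665/545 nm ratio normalized to buffer and complex controls.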
ELG1 genotox: induces genotoxicity in HEK293T cells with luciferase-tagged ELG1. HEK293T ELG1-luciferase reporter, luminescence, 16 h. Potency, µM (doses to about 46 µM), for inactives: top-dose activity change, positive = activation, actives largely listed as activators. actives 1.3% (n = 330,000); also: % of control where 0% means no effect; nearly all actives have a fitted effect of over 60% in size
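Cells (2,000/well) expressing the ELG1-luciferase fusion are dosed by pin tool and kept 16 hr at 37 °C, 5% CO2. Signal comes from ONE-Glo luciferase reagent after 30 min at room temperature.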
* hit, by the source's call; u = inconclusive; x = not tested or not shown; & = joins results of further samples; [ ] = another dose, or the depositor's remark. Unless noted, calls follow the shape of the dose curve; as a rule, active = well fitted curve in the direction sought with a large enough effect; inconclusive = small, poorly fitted or top-dose-only effect, or another doubt; inactive = no such curve, though single readings can be large; an effect the other way counts as inactive or inconclusive. Potency is read from the fitted curve at half-maximal effect. Not all compounds are listed; the hit share may differ from the screen's.

SMILES | Rab9 prom act | CXXC DNA block | RORg inh | p53 reactivation | Gal4-VP16 FLuc | BRCA1 expr act | uPA generation | FLuc modulator | NPC1 prom act | MBNL1-CUG inh | ELG1 genotox
CCOc1cc(C)cc2oc(=O)c3c(c12)CCCC3 | -3%[1.84 µM] | 13% | -2% | -1% | -1% | -17% | 0% | 0% | 2% | u | -2%
CC(=O)N1CN(C(C)=O)CN(C(C)=O)C1 | -4% | 2% | 7% | 0% | 3% | 9% | 8% | 1% | -2% | -4% | 0%
COc1ccccc1N1C(=O)CC(=O)NC1=O | 0% | -1% | -16% | 0% | -1% | -1% | 16% | 3% | -3% | -8% | -1%
Cc1cccc(N2C(=O)NC(=O)/C(=C/c3cc4c(cc3[N+](=O)[O-])OCO4)C2=O)c1 | -1% | u | 16% | 6% | -2% | -22% | -1% | u | -2% | u | 11%
CC1CCC2C(C)C(=O)OC3OC4(C)CCC1C32OO4 (configuration not stated) | -1%[1.84 µM] | 0% | -10%&-4% | -5% | 3%&1% | -18% | -12% | -3% | -5% | -2% | -7%
CCOC(=O)c1ccccc1C(=O)OCC | x | 5% | -7%[10 µM] | x | -5%&6%&6% | 1% | -10% | x | x | x | x
COCCNC(=O)N1[C@H]2CC[C@@H]1C(C(=O)OC)=C(c1cccc(C#N)c1)C2 | -1% | x | x | 28% | x | -7% | 2% | -1% | -1% | x | 5%
N#Cc1c(/N=C/c2c(O)n(Cc3ccco3)c(=O)[nH]c2=O)sc2c1CCCC2 | -5% | -28% | 2% | 1% | -2% | 2% | -1% | u | -1% | -8% | 2%
O=C1/C(=C/c2cccnc2)N2CCC1CC2 | 6% | -2% | -20% | 1% | -3% | -15% | -3% | 4% | -5% | 1% | u
C=CCn1c(O)c(C=Nc2ccc(N(CC)CC)cc2)c(=O)[nH]c1=O | 2% | u | 20% | 18% | -8% | -2% | 4% | -1% | 7% | u | 17%
O=C1NC(=O)N(c2ccccc2)C(=O)/C1=C\C=C\c1ccccc1 | -19% | -27% | u | -2% | 10µM* | -49% | -1% | u | -3% | -1% | -15%
CCCC[N+]12CCC(CC1)C(C(=O)c1cccs1)C2 (configuration not stated) | -6% | 1% | 0% | 0% | -3% | -1% | 2% | 3% | -3% | 4% | -1%
N[C@@H](Cc1c[nH]c2ccccc12)c1nnc(SCc2ccccc2)o1 | -11% | 11% | 16% | -7% | -6% | 7% | 3% | 3% | -2% | -8% | -4%
CC1(C)Cc2c(C#N)c(N3CCNCC3)nc(-c3ccco3)c2CS1 | -12% | 5% | 0% | 5% | 2% | -7% | 0% | -1% | 4% | 0% | -5%
[N-]=[N+]=CC(=O)OC[C@H](N)C(=O)O | -2% | 0% | -12% | 9% | -15% | 8% | 12% | -2% | -2% | 32% | 4%
COc1ccc(CN2CCCC(C(=O)c3sccc3C)C2)cc1O (configuration not stated) | -4% | -1% | -15% | -5% | -1% | -24% | 12% | -2% | -1% | -11% | -5%
O=C(CNC(=O)c1ccccc1Cl)Nc1ccc(Br)cc1C(=O)c1ccccc1 | -7% | 21% | u | -9% | -15% | -21% | -4% | 1% | -5% | -5% | -7%
C/C(=N\NP(=S)(c1ccccc1)c1ccccc1)c1ccc(O)cc1O | -4% | 0% | -42% | -2% | 4% | -32% | -2% | 2% | -3% | 3% | 0%
Cc1cc(OCC(=O)N2CCC(C(=O)O)CC2)c2c3c(c(=O)oc2c1)CCCC3 | -9% | 17% | 6% | x | -4% | 3% | 3% | -2% | -2% | 6% | 4%
Fc1ccc2c(c1)nnn2C1CCN(Cc2c(Cl)cccc2Cl)CC1 | -5% | 9% | u | 4% | -26% | -8% | 1% | 1% | -1% | -11% | -6%
Cc1cc(O)c(CN2CC=C(c3ccccc3)CC2)cc1C(C)C | 1% | 30% | 3% | -2% | 9% | -70% | -3% | 2% | -2% | 0% | -12%
CCOc1ccc(-n2c(-c3ccoc3)nc3ccccc3c2=O)cc1 | -3% | -2% | -20% | -7% | -13% | -19% | x | 1% | -5% | 2% | -10%
O=C(Cc1ccc([N+](=O)[O-])cc1)N1CCN(Cc2ccc3c(c2)OCO3)CC1 | -4% | -2% | 1% | -2% | -1% | 3% | -1% | 5% | -7% | 22% | -11%
O=C(c1ccccc1F)c1cn(Cc2ccc(F)cc2)c2ccccc12 | -2% | 5% | u | -1% | u | -53% | -6% | 4% | 2% | -9% | -3%
COc1ccc(C(=O)Oc2cccc3cccnc23)cc1S(=O)(=O)N1CCOCC1 | -1% | -2% | 2.5µM* | 5% | 4.5µM* | -15% | -1% | 6% | 0% | 7% | -4%
CN(C)c1ccc([P+](=O)c2ccc(N(C)C)cc2)cc1 | 1% | 2% | 45% | 1% | 4% | 28% | -4% | 4% | 2% | 2% | 1%
S=c1[nH]c2ccccc2[nH]1 | -1% | -20% | -17%&4% | -4% | -5%&-13% | -6% | x | 2% | -7% | -9% | -1%
COc1ccc(CN2C(=O)NC(=O)/C(=C/c3ccc(OC)c(OC)c3OC)C2=O)cc1 | -6% | -19% | -41% | -2% | 1.3µM* | -21% | -2% | u | -6% | -6% | 0%
O=C(C1CC(=O)N(C2CCCC2)C1)N1CCC2(CC1)OCCO2 (configuration not stated) | 0% | 4% | 4% | -3% | 5% | 7% | x | -1% | -3% | -2% | 2%
C=CCn1c(=O)c(C(=O)NCc2ccccc2)c(O)c2ccccc21 | 0% | -8% | u | 0% | u | -15% | 2% | 0% | -1% | -6% | -10%
OC(c1ccccc1)(c1ccccc1)C1CCNCC1 | -8% | -5% | -30% | 1% | u | 7% | 25% | 11% | 2% | -4% | -3%
O=C(NC1(C(F)(F)F)Oc2ccccc2O1)N1CCC2(CC1)OCCO2 | -4% | 2% | 6% | u | 9% | 7% | -29% | 2% | -14% | -6% | 7%
COc1ccc2c(c1)CC1(CN2C)C(=O)NC(=O)N(c2ccc(C)cc2)C1=O (configuration not stated) | 8% | -2% | -9% | 9% | -12% | -33% | 0% | -1% | -1% | -2% | -2%
CCOc1ccc(C(C)=O)cc1Cn1ccsc1=N | 2% | -9% | 5% | -3% | 5% | x | -3% | -1% | 0% | -8% | -4%
CC(C)C(=O)c1cn(Cc2ccc(C#N)cc2)c2ccccc12 | 1% | 0% | u | -10% | -3% | -10% | -4% | -5% | -1% | -9% | -4%
CN(C)c1nc(-c2ccccc2)[n+](C)s1 | 5% | -7% | -2% | 13% | 3% | -7% | -6% | 1% | -4% | -3% | 0%
CCCCCCn1c(O)c(C=NCCN2CCCCC2)c(=O)[nH]c1=O | -1% | 2% | -11% | 0% | 5% | -1% | 3% | -1% | -1% | -8% | 0%
OC1(c2ccc(F)cc2)CC2CCC(C1)N2Cc1nnnn1C1CCCC1 (configuration not stated) | 3% | 6% | 1% | 1% | -6% | -20% | -3% | 4% | 3% | 1% | -1%
O=[N+]([O-])c1ccccc1CNCCc1c[nH]c2ccccc12 | 19% | 2% | 8% | 10% | 6% | 11% | 3% | -5% | -2% | 17% | -3%
CN(C(=O)Oc1ccc([N+](=O)[O-])cc1)c1ccccc1 | -5% | 8% | 35% | 2% | -5% | 29% | 1% | 3% | -1% | u | 4%
c1ccc(CCCN2CCN(CCOC(c3ccccc3)c3ccccc3)CC2)cc1 | -39%[inhibitor][46.1 µM] | 2% | 32µM* | x | u | -10% | u | x | -27%[46.1 µM] | x | x
O=[N+]([O-])c1ccccc1CN1CC=C(c2ccc(F)cc2)CC1 | 1% | -6% | u | -1% | 3% | 22% | -3% | u | 9% | u | 5%
Cc1ccnc(-n2c(-c3ccco3)nc3ccccc3c2=O)c1 | -2% | -10% | -29% | 7% | -14%[0.365 µM] | 7% | -8% | u | 7% | 3% | 12%
O=C(CSC1c2ccccc2-c2ccccc21)N/N=C/c1ccccc1 | 5% | 5% | 10% | 2% | 2% | -56% | -8% | 3% | -1% | -6% | 0%
COCCCn1c(N)c(C(=O)OC(C)COC)c2nc3ccccc3nc21 (configuration not stated) | 0% | 2% | -5% | -9% | 6% | -10% | 10% | 0% | 0% | u | -8%
CC(C)N(CC(O)c1cccc([N+](=O)[O-])c1)C(C)C (configuration not stated) | -1% | 0% | -3% | -2% | -11% | 2% | x | -4% | 3% | u | -2%
